High-throughput results from PubChem.
M5 ag = agonists of human muscarinic M5 receptor (CHRM5) | P08912 | CHO-K1 hM5 cells, Fluo-8 calcium fluorescence; 0% DMSO wells, 100% maximal acetylcholine response | activation, % at 3 µM | 360,000 compounds, 0.19% hits | AID 624037;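 active = activation above the run's mean over test compounds plus 3 SD, cut at about 23% in these data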;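 also: signal is peak over basal fluorescence ratio across the kinetic read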
CRFR2-BP ag = agonists of human CRF-binding protein/CRF-R2 receptor complex; 350,000 compounds, 0.46% hits; activation, % at 13.2 µM; HEK293 CRF-R2/CRF-BP, calcium dye fluorescence (FLIPR); percent of saturating CRF peptide response;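 active = activation of at least 50%, plus an integration ratio under a set limit after plate pattern correction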;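 also: plate controls were neutral control wells without compound for no effect and CRF at EC100 for full effect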
M4 ag = CHRM4 agonism in calcium assay | activation, % at 3 µM | 360,000 compounds, 0.14% hits | CHO-K1 hM4/Gqi5, Fluo-8 calcium fluorescence; vehicle 0%, full acetylcholine response 100%;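 active = activation above the run mean over all test wells plus 3 SD, cut at about 32% in these data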;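 also: peak over basal fluorescence ratio per well then scaled between controls; 0% = DMSO wells and 100% = acetylcholine at EC100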
Target sequence (P08173 whole entry, looked up): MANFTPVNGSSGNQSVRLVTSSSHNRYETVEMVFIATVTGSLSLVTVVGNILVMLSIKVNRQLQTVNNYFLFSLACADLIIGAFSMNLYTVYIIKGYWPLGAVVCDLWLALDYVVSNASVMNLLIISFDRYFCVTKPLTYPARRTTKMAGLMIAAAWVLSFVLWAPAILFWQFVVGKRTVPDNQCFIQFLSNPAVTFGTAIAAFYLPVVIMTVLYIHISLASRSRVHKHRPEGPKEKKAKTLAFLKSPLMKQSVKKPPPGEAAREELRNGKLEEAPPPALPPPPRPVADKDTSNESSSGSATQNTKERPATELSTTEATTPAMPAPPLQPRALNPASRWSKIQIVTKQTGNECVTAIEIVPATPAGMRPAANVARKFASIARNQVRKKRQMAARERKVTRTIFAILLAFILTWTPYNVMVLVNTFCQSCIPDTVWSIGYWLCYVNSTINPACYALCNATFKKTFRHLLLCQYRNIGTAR
CHRM4 PAM = potentiates acetylcholine response at human M4 receptor | activation, % at 3 µM | 360,000 compounds, 0.4% hits | CHO-K1 hM4/Gqi5, Fluo-8 calcium fluorescence, ACh EC20; 0% = ACh EC20, 100% = maximal ACh | AID 624126;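 active = activation above its plate's cutoff, the mean activation of sample wells plus 3 SD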; also: some results filed as inactive read as strong as hits
M5 PAM = positive allosteric modulators of human muscarinic M5 receptor; P08912; CHO-K1 hM5, Fluo-8 calcium, ACh EC20 PAM; 0% = ACh EC20, 100% = ACh EC100; activation, % at 3 µM; 360,000 compounds, 0.3% hits;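 active = activation above the run cutoff, the mean activation of all test compounds plus 3 SD, cut at about 18% in these data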
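Assay system: CHO-K1 hM5 cells / Incubation: Fluo-8 loading 80 min at 37 °C plus 30 min room temperature / Technique: Fluo-8 calcium dye fluorescence, kinetic read / Repeats: single replicate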
M5 antag = blocks acetylcholine activation of human M5 receptor; CHO-hM5 cells, Fluo-8 calcium fluorescence, ACh EC80; P08912; inhibition, % at 3 µM; 360,000 compounds, 0.59% hits;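 active = inhibition above a per-plate cutoff, the mean of that plate's test compounds plus 3 SD, cut at about 27% in these data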;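 also: 0% = acetylcholine EC80 with DMSO and 100% = DMSO without agonist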
CRFR2-BP antag = CRF-BP/CRF-R2 complex antagonism; HEK293 CRF-R2/CRF-BP, CRF-induced calcium fluorescence; inhibition, % at 11.8 µM; 350,000 compounds, 0.59% hits; AID 588475;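 active = inhibition of the ligand-induced calcium signal above about 50% at the single tested concentration, limit read from the data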
M4 antag = blocks acetylcholine activation of human M4 receptor. P08173. inhibition, % at 3 µM. CHO-hM4 cells, ACh EC80, Fluo-8 calcium fluorescence. 360,000 compounds, 0.73% hits;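 active = inhibition above its plate's cutoff, the mean inhibition of sample wells plus 3 SD, cut at about 27% in these data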;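 also: 0% = acetylcholine EC80 with DMSO and 100% = DMSO without agonist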
CHRM1 PAM = potentiates human M1 receptor response to acetylcholine | AID 588819 | P11229 | 360,000 compounds, 0.088% hits | CHO-K1 hM1, Fluo-8 calcium fluorescence, ACh EC20; 0% = ACh EC20, 100% = maximal ACh | activation, % at 3 µM; in the data active = activation above about 19%, passing the limit was not always enough
Target sequence (P11229 whole entry, looked up): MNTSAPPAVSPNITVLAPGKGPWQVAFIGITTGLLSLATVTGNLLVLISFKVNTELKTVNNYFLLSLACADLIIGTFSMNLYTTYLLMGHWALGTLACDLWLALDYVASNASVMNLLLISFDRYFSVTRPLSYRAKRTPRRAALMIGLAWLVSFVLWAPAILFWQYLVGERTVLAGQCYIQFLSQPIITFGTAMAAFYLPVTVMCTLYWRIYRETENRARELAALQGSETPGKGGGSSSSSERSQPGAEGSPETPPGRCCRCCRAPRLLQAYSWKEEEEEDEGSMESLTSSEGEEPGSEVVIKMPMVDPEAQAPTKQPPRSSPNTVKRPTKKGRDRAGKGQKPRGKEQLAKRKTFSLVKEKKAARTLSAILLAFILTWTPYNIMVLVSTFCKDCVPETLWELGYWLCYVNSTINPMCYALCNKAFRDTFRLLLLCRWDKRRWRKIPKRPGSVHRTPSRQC
The depositor's hits bear a star; / = not tested or not shown.

SMILES | M5 ag | CRFR2-BP ag | M4 ag | CHRM4 PAM | M5 PAM | M5 antag | CRFR2-BP antag | M4 antag | CHRM1 PAM
CC1(C)C(c2ccccc2)=[N+]([O-])CN1O | -1 | -1.7 | 0 | -1 | 0 | 2 | 14 | 5 | -3
CC1(C)Nc2ccccc2C(=O)N1NS(=O)(=O)c1ccccc1 | -2 | -3.2 | 0 | 5 | 2 | 4 | 16 | -6 | 12
CCOc1nc(Nc2ccc(OC)c(Cl)c2)nc(OCC)n1 | -9 | -2.0 | -1 | -3 | -3 | 5 | 7 | -5 | 17
CCc1nnc(NC(=O)c2ccc(OC)c(S(=O)(=O)N3CCCC3)c2)s1 | 4 | -0.6 | 4 | 6 | 2 | 0 | 9 | -8 | 18
Nc1nc(Nc2ccccc2Br)nc(C(F)(F)F)n1 | -2 | -1.2 | 0 | -4 | -7 | 14 | 7 | 3 | -6
Cc1ccccc1-n1ncc2c1CC(C)(C)CC2NC(=O)CCC(F)(F)F (stereo not given) | 0 | -0.2 | 1 | 1 | -6 | -10 | -9 | 8 | -1
CC1CN(C(=O)C(C)OC(=O)c2ccc3ncsc3c2)CC(C)O1 (stereo not given) | 4 | -0.5 | 2 | 12 | 2 | 9 | 3 | 4 | 11
CCC(C)(C(=O)NC1CCCCC1)N(C)C(=O)c1ccc2c(c1)OCO2 (stereo not given) | 4 | 11 | 0 | 23 | 8 | -7 | 29 | 8 | 8
CSCCC(NC(=O)c1ccco1)C(=O)NCCc1ccc(Cl)cc1 (stereo not given) | 1 | -3.5 | 1 | 1 | -6 | 19 | -14 | 3 | -1
C=CCC(NC(=O)c1ccc(C#N)cc1)C(=O)NCCC (stereo not given) | 1 | 0.8 | 1 | 2 | 19* | -2 | -3 | -8 | 6
CC(C)[C@H](NC(=O)c1ccco1)C(=O)OCc1cc(=O)n2c(n1)sc1ccccc12 | 3 | -3.0 | 19 | -10 | -4 | 4 | 2 | -2 | -1
CCCCNC(=O)c1ccc2c(SCC(=O)O)c3c(nc2c1)CCCC3 | 0 | 1.8 | 1 | -4 | -4 | 5 | -1 | 8 | 0
Cc1ccc(N2C(=S)NC3c4ccccc4OC2(C)C3C(=O)N(C)C)cc1 (stereo not given) | 2 | 2.5 | 0 | -5 | 1 | 6 | -10 | 2 | 6
CCOC(=O)Nc1ccc2c(c1)nc(CN1CCN(C(C)=O)CC1)n2C | 0 | -0.7 | 0 | 2 | -1 | 1 | 13 | -3 | 7
Cc1ccc(S(=O)(=O)c2c(C)nn(C(C)(C)C)c2OC(=O)c2ccco2)cc1 | -4 | 1.2 | -1 | 2 | -2 | -10 | 19 | -5 | 7
COc1cccc(C(=O)NCCS(=O)(=O)N2CCOCC2)c1 | 3 | -1.7 | 0 | 3 | -3 | 4 | 9 | -10 | 5
CC(C)CNc1ncnc2c1ncn2[C@H]1CN(Cc2ccc3c(c2)OCO3)C[C@@H](CO)O1 | 0 | / | 4 | 1 | -3 | 4 | / | -8 | 10
Cc1c(Cl)c([N+](=O)[O-])nn1Cc1ccc(C(=O)N/N=C\c2ccccn2)o1 | -4 | -0.9 | 5 | -6 | -4 | 2 | 11 | 5 | -5
COc1cc(NCCCn2cnc(C(=O)Nc3ccc(C)c(C)c3)n2)cc(OC)c1OC | 0 | 2.4 | 5 | 3 | 1 | -14 | 7 | -17 | 5
Cc1ccc(NC(=O)CN(C)CC(=O)NC2CCCc3ccccc32)cc1 (stereo not given) | 0 | -2.0 | 0 | -5 | 1 | 6 | 17 | -1 | 3
Cn1c(=O)c2[nH]c(NN=Cc3cccc(Br)c3)nc2n(C)c1=O | 2 | -6.0 | 12 | 1 | -9 | 13 | -1 | -12 | -3
CSc1ccc(CN2CCC2(C)C(=O)NCc2ccccc2Br)cc1 (stereo not given) | -3 | / | -1 | -4 | -9 | 5 | / | -11 | -8
NC(Cc1ccc(C(F)(F)F)cc1)c1csc(Nc2cc(Oc3ccccc3)ncn2)n1 (stereo not given) | 2 | / | 12 | 1 | -1 | 3 | / | 13 | 0
CN1CCN(c2cc3c(c4c2[nH]c2ccccc24)C(=O)CC(C)(C)C3)CC1 | 5 | 2.8 | 9 | 1 | -3 | 4 | -27 | -8 | 6
CC(=O)Nc1sc2c(c1C(c1ccccc1)N1CCOCC1)CCCC2 (stereo not given) | -6 | 0.3 | 0 | 5 | 10 | -5 | 5 | -14 | 5
CCCC(C(=O)NC(C)(C)C)N(Cc1ccccc1)C(=O)c1snc(C(N)=O)c1N (stereo not given) | -2 | -1.2 | 6 | -4 | 1 | -3 | -15 | -21 | -1
O=C(NN1C(=O)C2C3c4ccccc4C(c4ccccc43)C2C1=O)C1CC1 (stereo not given) | -2 | -0.7 | 3 | 2 | 0 | -6 | -13 | -1 | 10
CCOC(=O)c1ccccc1NC(=O)c1nc2nccc(C)n2n1 | -1 | 2.9 | 0 | -2 | -3 | 1 | 9 | 7 | 3
Cc1ccc(CN(C)C(=O)C2CCN(C(=O)Nc3ccccc3)CC2)o1 | -1 | -0.6 | 2 | 5 | 1 | -2 | 3 | -3 | 4
CCn1nnnc1SCC(=O)N1CCCc2ccccc21 | -4 | 0.7 | 1 | -1 | 16 | -15 | -5 | -13 | 0
CCC(CO)Nc1ccn2nc(-c3ccccc3)cc2n1 (stereo not given) | 0 | / | 3 | 4 | -5 | 0 | / | -5 | 0
CCCn1c(=NC(=O)CS(=O)(=O)c2ccccc2)sc2cc(S(C)(=O)=O)ccc21 | 1 | -1.3 | 1 | 10 | 3 | 9 | 4 | -9 | 15
COc1cccc(N2C(=O)/C(=C\c3cccs3)NC2=S)c1 | -1 | -0.3 | 0 | 6 | -4 | 4 | 0 | -3 | 9
Cc1ccc(OCC(=O)NNC(=O)Nc2ccc(Cl)cc2)c(Br)c1 | 0 | -0.6 | 1 | 2 | 1 | 10 | 1 | -9 | 4
Cc1ccc(S(=O)(=O)NOCc2ccccc2)cc1 | -2 | -3.4 | -1 | -3 | -2 | -8 | 0 | -11 | 3
O=C(OCCOc1ccc(Br)cc1)c1ccc(Cl)nc1 | -13 | -4.0 | -1 | 9 | 3 | -3 | 23 | -14 | -1
Cc1ccc2nc(N3CCN(S(=O)(=O)c4ccc5c(c4)OCCO5)CC3)c(C#N)cc2c1 | 0 | 1.4 | 2 | -6 | -10 | 5 | -24 | -5 | -17
CC1(C)CC(=O)C2=C(C1)OC(N)=C(C#N)C2c1ccsc1 (stereo not given) | -5 | -0.4 | 0 | 1 | 3 | -3 | -24 | 0 | 7
COCc1ccc(C(=O)N2CCCC(N3CCN(c4cccc(Cl)c4)CC3)C2)s1 (stereo not given) | -1 | -1.7 | 5 | 5 | -1 | 1 | 9 | -11 | -2
COc1cccc(C(=O)N2CCCN(C)CC2)c1OC | 0 | 0.4 | 1 | 0 | 8 | 3 | 0 | 0 | 8
COc1ccc(S(=O)(=O)N2CCCCCC2)cc1N(C)S(=O)(=O)c1ccc(Cl)cc1 | 2 | -0.1 | 9 | -2 | 3 | -6 | 7 | 1 | -16
O=C(CN(CC1CCCO1)C(=O)CNS(=O)(=O)c1ccc(Cl)cc1)NCc1ccccc1 (stereo not given) | -2 | -1.3 | 3 | -1 | 0 | 6 | 24 | 2 | 9
Oc1c(CN2CCOCC2)cc(COCc2ccccc2)c2cccnc12 | -3 | 0.9 | 1 | 12 | 2 | 0 | -32 | 3 | 16
O=C(COC(=O)C1COc2ccccc2O1)NC(=O)NC1CCCC1 (stereo not given) | -1 | 2.9 | 0 | -4 | 1 | 1 | 13 | 8 | 2
COc1cccc(OC(=O)N2CCOCC2)c1 | -1 | -1.0 | 0 | -4 | 9 | 1 | 1 | -1 | 1
COc1ccccc1Cc1noc(COc2cccc(C)c2C)n1 | 1 | 1.3 | -2 | 34* | 6 | -6 | 42 | 5 | 9
N#CCCN(Cc1cccnc1)C(=S)NC(=O)c1ccco1 | -2 | -0.9 | 2 | 6 | 0 | -3 | -1 | -6 | 3
N#CCc1c(C#N)c(N)nc(N2CCCC(CO)C2)c1C#N (stereo not given) | 1 | 2.0 | 11 | -8 | -6 | 10 | 9 | 0 | -2

Entries above that bear a hit mark in CHRM4 PAM:
SMILES | M5 ag | CRFR2-BP ag | M4 ag | CHRM4 PAM | M5 PAM | M5 antag | CRFR2-BP antag | M4 antag | CHRM1 PAM
COc1ccccc1Cc1noc(COc2cccc(C)c2C)n1 | 1 | 1.3 | -2 | 34* | 6 | -6 | 42 | 5 | 9

Looked up above.
Result for CC1(C)CC(=O)C2=C(C1)OC(N)=C(C#N)C2c1ccsc1 (stereo not given) in CHRM4 PAM: 1
Result for COCc1ccc(C(=O)N2CCCC(N3CCN(c4cccc(Cl)c4)CC3)C2)s1 (stereo not given) in CRFR2-BP ag: -1.7
Result for CC1CN(C(=O)C(C)OC(=O)c2ccc3ncsc3c2)CC(C)O1 (stereo not given) in M5 antag: 9
Result for CC1(C)Nc2ccccc2C(=O)N1NS(=O)(=O)c1ccccc1 in CHRM4 PAM: 5

Next section.
SMILES | M5 ag | CRFR2-BP ag | M4 ag | CHRM4 PAM | M5 PAM | M5 antag | CRFR2-BP antag | M4 antag | CHRM1 PAM
Cn1c(C(=O)N2CCCC2)cc2c(=O)n(C)c3ccccc3c21 | 4 | -0.7 | 4 | 3 | -16 | 11 | 19 | -8 | 4
C(=NNc1ccc2ccccc2n1)c1ccccn1 | -1 | / | 4 | 2 | 0 | -2 | / | -2 | 5
CC(O)CNCc1ccc(Cl)cc1Cl (stereo not given) | -3 | -2.2 | 1 | 7 | -4 | 3 | 8 | 3 | 6
CC(C)N1CCC1(C)C(=O)Nc1ccc2scnc2c1 (stereo not given) | -1 | / | 1 | -4 | 4 | -5 | / | 8 | 3
CCOC(=O)c1cc2ccc(OC)cc2oc1=O | -3 | -3.2 | 0 | 7 | 7 | -6 | 10 | -2 | 6
O=C(Nc1sc2c(c1C(=O)N1CCOCC1)CCCCC2)c1cccnc1 | 0 | -2.3 | 3 | 4 | 3 | -5 | -6 | -3 | 11
COc1cc(CCC(=O)NC2(C)CCS(=O)(=O)C2)cc(OC)c1OC (stereo not given) | 4 | -1.6 | 0 | 4 | 3 | 6 | 53* | 0 | 4
O=C(Cn1c(NCCCO)nc2ccccc21)c1ccc(F)cc1 | 1 | 1.0 | 1 | -2 | 4 | 0 | 1 | 10 | -2
CN(C)S(=O)(=O)Nc1cc(Cl)cc(Cl)c1 | -3 | -0.3 | 3 | 2 | -1 | 3 | 8 | -1 | 2
O=C(O)/C=C/c1cn(-c2ccccc2)nc1-c1ccc(-c2ccc([N+](=O)[O-])cc2)o1 | -1 | 25 | 2 | -6 | -3 | 16 | -25 | 5 | 1
Cc1c(NC(=O)CSc2nc3ccccc3c(=O)n2C(C)C)c(=O)n(-c2ccccc2)n1C | 0 | -2.9 | 1 | 2 | 2 | 2 | 13 | 1 | 1
O=C(NC1CCCC1)c1cccc2c1C(=O)c1ccc(N3CCCCC3)cc1S2(=O)=O | 2 | 20 | 4 | 1 | 2 | 14 | -4 | -4 | -3
COc1ccc(-n2ncc3c2CC(C)(C)CC3NC(=O)CCN2CCCCC2=O)cc1 (stereo not given) | 0 | 2.3 | 1 | 11 | 10 | -19 | -9 | -16 | 13
Cc1ccc(NC(=S)NC(=O)c2ccc(-c3ccccc3)cc2)cc1 | -1 | 0.6 | 0 | 8 | 1 | -1 | -7 | -3 | 1
COc1ccc(C(=O)NCC2OCCc3ccccc32)cc1OC (stereo not given) | -1 | -0.8 | 1 | 2 | 4 | 5 | 15 | 2 | 11
